Apoferritin bind – candidate novel general anesthetic via apoferritin binding; P02791; apoferritin/1-aminoanthracene competitive binding, fluorescence; Potency, µM (doses to about 77.5 µM), for inactives: at the highest dose activity change, negative = displacement, usual class: inhibitors; hit rate 0.074% among 350,000; AID 485281; also: potency is read from the fitted curve at half-maximal effect; % is scaled to controls: 0 for no effect and ±100 for the full control effect; nearly all actives have a fitted effect of over 20% in size
Target sequence (P02791 2-175 limits assumed): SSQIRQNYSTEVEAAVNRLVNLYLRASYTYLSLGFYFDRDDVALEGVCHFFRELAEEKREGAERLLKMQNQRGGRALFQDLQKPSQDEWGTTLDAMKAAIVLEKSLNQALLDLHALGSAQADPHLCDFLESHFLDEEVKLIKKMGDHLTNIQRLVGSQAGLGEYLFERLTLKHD
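Horse-spleen apoferritin (10 uM) in 50% saturated 1-aminoanthracene in PBS was incubated 10 min at room temperature with compound. Fluorescence (ex 380, em 535 nm) was normalized to free and bound 1-AMA, with concentration-response fitted by a four-parameter Hill equation.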
POLK inh – DNA polymerase kappa (human) inhibition; Q9UBT6; purified Pol kappa, fluorescent DNA synthesis assay, 10 min; Potency, µM (top dose mostly 107 µM), for the others: top-dose activity, negative = inhibition, usual class: inhibitors; hit rate 0.53% among 400,000; AID 588579; also: potency is read from the fitted curve at half-maximal effect; % is scaled to controls: 0 for no effect and ±100 for the full control effect
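Here, compound and 10 nM enzyme are combined for 15 min at room temperature; adding 50 nM substrate (final) starts DNA synthesis, tracked by fluorescence at 0 and 10 min against buffer-only wells.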
APEX1 inh – blocks human APE1 abasic DNA cleavage; Potency, µM (doses to about 65.8 µM), for the others: top-dose activity change, negative = inhibition, actives largely listed as inhibitors; recombinant APE1, TAMRA/BHQ-2 abasic DNA cleavage fluorescence; hit rate 0.35% among 350,000;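 also: potency is read from the fitted curve at half-maximal effect; plate controls were vehicle for no effect and reference inhibitor for full effect; nearly all actives have a fitted effect of over 55% in size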
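Compound pre-exposure to 0.75 nM APE1, 15 min at ambient temperature. Reaction initiated with 50 nM TAMRA/BHQ-2 THF substrate, read immediately in kinetic mode, 525 nm excitation, 598 nm emission.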
RXFP1 antag – antagonists of human relaxin receptor RXFP1 | HEK293-RXFP1, relaxin-stimulated cAMP HTRF, 30 min; hits give low values | hit rate 0.59% among 350,000 | activity change, negative = inhibition, % at 57.5 µM;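 active = activity change of -60% or lower, but not beyond a set lower limit; inconclusive = change between -60% and -40%, or beyond the set limit; inactive = change above -40%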; also: % is scaled to controls: 0 for no effect and ±100 for the full control effect
BLM helicase inh – inhibitors of human Bloom syndrome helicase BLM; Potency, µM (titrated, usually from 56.1 µM), for the others: top-dose activity change, negative = inhibition, hits mostly inhibitors; AID 2528; recombinant BLM DNA unwinding, fluorescence dequenching; hit rate 0.2% among 350,000; P54132;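 also: potency is read from the fitted curve at half-maximal effect; plate controls were vehicle for no effect and no enzyme for full effect; nearly all actives have a fitted effect of over 35% in size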
Pol beta inh – inhibitors of human DNA polymerase beta; AID 485314; Pol beta primer extension/strand displacement, fluorescence kinetic; hit rate 1.3% among 340,000; Potency, µM (series often up to 114 µM), for inactives: top-dose activity change, negative = inhibition, usual class: inhibitors; also: potency is read from the fitted curve at half-maximal effect; % is scaled to controls: 0 for no effect and ±100 for the full control effect
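Preincubation: enzyme (10 nM) with compound, 15 min, RT. Reaction: substrate added to 50 nM final. Reads: 0 and 10 min. Analysis: normalized, Hill fit.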
Tb PGK inh – blocks T. brucei phosphoglycerate kinase; P07378; PGK/GAPDH coupled, Kinase-Glo luminescence, 60 min; Potency, µM (series often up to 57.5 µM), for inactives: top-dose activity change, negative = inhibition, hits mostly inhibitors; hit rate 0.043% among 380,000; AID 602233; also: potency is read from the fitted curve at half-maximal effect; % is scaled to controls: 0 for no effect and ±100 for the full control effect; nearly all actives have a fitted effect of over 60% in size
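Luminescent ATP detection (Kinase-Glo Plus) follows a 60-minute room-temperature incubation, with wells lacking PGK as controls. Buffer: 100 mM TEA (pH 7.6), 5 mM MgCl2, 0.01% Tween-20. Coupling enzyme GAPDH (100 nM final) supplies unstable 1,3-BPG in-well.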
POLH inh – inhibitors of human DNA polymerase eta. Q9Y253. recombinant Pol eta, fluorescent DNA replication assay. hit rate 1.2% among 390,000. Potency, µM (doses to about 114 µM), without a hit: at the highest dose activity change, negative = inhibition, hits mostly inhibitors; also: potency is read from the fitted curve at half-maximal effect; % is scaled to controls: 0 for no effect and ±100 for the full control effect
Target sequence (Q9Y253 whole entry, looked up): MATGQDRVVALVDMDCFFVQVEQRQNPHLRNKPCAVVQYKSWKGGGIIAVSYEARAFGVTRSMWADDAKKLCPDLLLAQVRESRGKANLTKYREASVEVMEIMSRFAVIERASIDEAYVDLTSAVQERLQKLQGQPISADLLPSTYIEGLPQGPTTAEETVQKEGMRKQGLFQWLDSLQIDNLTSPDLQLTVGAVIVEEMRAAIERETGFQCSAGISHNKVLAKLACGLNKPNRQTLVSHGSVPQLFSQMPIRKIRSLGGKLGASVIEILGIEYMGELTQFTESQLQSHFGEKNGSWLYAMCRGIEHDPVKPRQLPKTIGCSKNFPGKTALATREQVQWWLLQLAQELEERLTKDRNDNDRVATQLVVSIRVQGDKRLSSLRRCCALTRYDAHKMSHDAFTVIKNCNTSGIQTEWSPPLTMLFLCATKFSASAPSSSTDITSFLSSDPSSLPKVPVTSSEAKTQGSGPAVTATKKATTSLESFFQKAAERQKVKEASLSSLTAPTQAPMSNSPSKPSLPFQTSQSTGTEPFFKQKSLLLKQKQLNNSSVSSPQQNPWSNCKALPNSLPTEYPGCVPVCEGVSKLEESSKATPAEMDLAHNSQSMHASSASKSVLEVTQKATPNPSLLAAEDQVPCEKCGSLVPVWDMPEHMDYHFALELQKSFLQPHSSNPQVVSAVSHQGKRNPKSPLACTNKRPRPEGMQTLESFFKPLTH
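Fluorescent replication assay: 50 nM final substrate added after a 15 min room-temperature compound preincubation with 10 nM enzyme. Signal taken at 0 min and again at 10 min.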
POLI inh – DNA polymerase iota (human) inhibition; Pol iota fluorescent replication assay, 10 min; Q9UNA4; Potency, µM (titrated, usually from 115 µM), for inactives: top-dose activity, negative = inhibition, hits mostly inhibitors; hit rate 1% among 390,000; also: potency is read from the fitted curve at half-maximal effect
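Fluorescent replication assay read twice, at 0 min and 10 min after adding 50 nM (final) substrate. Enzyme (10 nM) and compounds were first incubated 15 min at room temperature; enzyme-free buffer wells were negative controls.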
* = called active by the depositor; i = inactive; ? = inconclusive; / = not tested or not shown; & = joins results of further samples; [ ] = remark or other dose. Unless noted, calls follow the shape of the dose curve; as a rule, active = well fitted curve in the direction sought with a large enough effect; inconclusive = small, poorly fitted or top-dose-only effect, or another doubt; inactive = no such curve, though single readings can be large; an effect the other way counts as inactive or inconclusive. Only part of the results is shown; the hit share may differ from the screen's.

nr	Molecule	Apoferritin bind	POLK inh	APEX1 inh	RXFP1 antag	BLM helicase inh
1	CC(C)Cn1c(N)c(C(=O)COC(=O)CN2C(=O)C3CC=CCC3C2=O)c(=O)n(C)c1=O (stereo not drawn)	-5%	-8%	-6%	-8	4%
2	NS(=O)(=O)c1ccc(NC(=O)COC(=O)c2ccc(S(=O)(=O)N3CCOCC3)cc2)cc1	/	-3%	15%	15	/
3	COc1cccc(NC(C)C(=O)N2CC(C)OC(C)C2)c1 (stereo not drawn)	-8%	-6%	0%	0	-1%
4	CC(C)NC(=O)c1ccccc1NC(=O)C1CCCO1 (stereo not drawn)	-5%	4%	2%	-18	1%
5	COc1ccc(C(=O)c2cn(Cc3ccc(F)cc3)c3ccc(C)cc3c2=O)cc1	?	-8%	/	-33	-5%
6	O=C1/C(=C/c2ccccc2)CCCc2ccccc21	0%	-7%	-4%	-2	-4%
7	CCC(C)NC(=O)C1=C(C)C(=O)OC12CCC(C)CC2 (stereo not drawn)	1%	-2%	-3%	2	2%
8	CC1CCCN(c2cc3c(cc2F)c(=O)c(S(=O)(=O)c2cccc(Cl)c2)cn3Cc2ccccc2)C1 (stereo not drawn)	-9%	-2%	/	4	-4%
9	COc1cc(-c2noc(C)c2/C=C/c2cccc([N+](=O)[O-])c2)cc(OC)c1OC	-11%	-2%&-9%	1%	/	-6%
10	CCOc1ccc(C2C(=O)N(C3CCCCCC3)CC(=O)N2CCC2=CCCCC2)cc1OC (stereo not drawn)	14%	-6%[60.1 µM]	/	11	-8%
11	Cc1cc(C(=O)NNC(=O)C(C)(C)Oc2ccc(Cl)cc2)c(C)o1	/	-24%	6%	5	/
12	CCC(=O)N1CCc2cc(Br)cc(S(=O)(=O)N3CCCC(C(=O)NCc4ccc(F)cc4)C3)c21 (stereo not drawn)	-3%	-9%	/	/	-4%

nr	Pol beta inh	Tb PGK inh	POLH inh	POLI inh
1	6%	i	-24%	115%[activator]
2	/	-5%	-31%	?
3	51%	-10%	-3%	34%
4	4%	i	-13%	2%
5	-3%	-6%	-19%	-2%
6	-2%	-4%	3%	1%
7	0%	-5%	-5%	-12%
8	4%	-7%	-20%	-1%
9	21%	i	-13%	-8%&15%
10	7%	7%	-4%	6%
11	/	4%	-1%	12%
12	23%	-3%	-8%	0%

(more compounds)
nr	Molecule	Apoferritin bind	POLK inh	APEX1 inh	RXFP1 antag	BLM helicase inh
13	CCC1CO/C(=C(\C(Cl)=C(Cl)Cl)[N+](=O)[O-])N1 (stereo not drawn)	?	-10%	-1%	0	-11%
14	CC(=O)Oc1ccc(-c2nc3c(C)cccc3c(=O)o2)cc1	-8%	2%	6%	-4	2%
15	FC(F)(F)c1cccc(NC(=S)Nc2ccc(Cl)cc2Cl)c1	-17%	-5%	-3%	3	-1%
16	COc1ccc(C(=O)N2CCN(c3ccc(C)c(C)c3)CC2)cc1OC	-10%	-2%	3%	-11	-6%
17	CN1/C(=C/C(=O)COC(=O)C2COc3ccccc3O2)C(C)(C)c2ccccc21 (stereo not drawn)	/	-21%	/	-12	/
18	COc1ccccc1C(=O)NC(CCSC)C(=O)OC(C)C(=O)NC1CC1 (stereo not drawn)	/	-7%	-1%	-3	/
19	CCOC(=O)c1cccc(C(=O)Nc2nc3ccc(OC)cc3s2)n1	-6%	-15%	-1%	1	-13%
20	NC(=O)c1ccsc1NC(=O)COC(=O)c1cc(=O)[nH]c2ccccc12	/	-16%	21%	-13	/
21	Cc1ccc(-n2ncc3c(NCCCn4ccnc4)ncnc32)c(C)c1	-4%	-8%	4%	/	0%
22	COc1ccccc1N1C(=O)S/C(=C\c2ccc(C)s2)C1=O	-12%	-5%	9%	2	3%
23	CCn1ncc([N+](=O)[O-])c1C(=O)NC1CCCCC1	-4%	-14%	11%	0	-2%
24	O=C(CCS(=O)(=O)c1ccc(F)cc1)Nc1nnc(-c2ccc(F)cc2)o1	/	-4%	21%	-16	/

nr	Pol beta inh	Tb PGK inh	POLH inh	POLI inh
13	-13%	5%	6%	61%[activator]
14	2%	0%	-18%	6%
15	?	8%	-11%	9%
16	5%	-9%	-23%	4%
17	/	i	-20%	35%[activator]
18	/	7%	-9%	10%
19	3%	-6%	22%	-9%
20	/	i	40µM*	?
21	?	-3%	-16%	-6%
22	-13%	-8%	4%	-19%
23	4%	/	-5%	?
24	/	i	-11%	28%

(listing goes on)
nr	Molecule	Apoferritin bind	POLK inh	APEX1 inh	RXFP1 antag	BLM helicase inh
25	COc1cccc(CNCCc2c[nH]c3ccccc23)c1OCc1ccc(F)cc1	-12%	-4%	-3%	-19	0%
26	Cc1c(OC(C(=O)O)c2ccccc2)ccc2c(-c3ccccc3)cc(=O)oc12 (stereo not drawn)	-6%	9%	1%	-15	0%
27	O=C(CN1C(=O)C(=O)N(C2CCCC2)C1=O)Nc1ccc(Cl)cc1C(F)(F)F	/	-4%	25%	-4	/
28	COc1ccc(-n2nc3ccc(NC(=O)c4ccc(-c5cc(Cl)ccc5Cl)o4)cc3n2)cc1	-7%	-15%	/	-1	-9%
29	CC(OC(=O)CCCC(=O)Nc1ccccc1)C(=O)c1ccccc1 (stereo not drawn)	-2%	2%	38%	1	-4%
30	COc1cc(/C=C/[N+](=O)[O-])ccc1OC(=O)c1cc2ccccc2oc1=O	-12%	-17%	2%	-3	-13%
31	Cc1ccc(S(=O)(=O)NC(C)(C)CN2CCNCC2)cc1	2%	0%	54%[activator]	-14	0%
32	O=C(N/N=C\CCc1ccccc1)c1ccco1	-4%	-9%	-10%	-8	-2%
33	O=C(CN1CCN(C(=O)c2c(F)cccc2F)CC1)Nc1ccccc1F	-2%	-11%	-3%	7	1%
34	CC1CCN(C(=O)CC(NC(=O)c2ccccc2Cl)c2ccccc2)CC1 (stereo not drawn)	-9%	-7%	22%	0	-7%
35	Cc1ccn(CCC(=O)NC2CCCc3c2cnn3-c2cccc(C)c2C)n1 (stereo not drawn)	0%	2%	8%	-18	0%
36	CC(=O)c1ccc(CCCCc2ccc(C(C)=O)cc2)cc1	/	0%	/	-16	/

nr	Pol beta inh	Tb PGK inh	POLH inh	POLI inh
25	-28%	6%	-10%	-1%
26	-27%	i	-11%	0%
27	/	i	-20%	14%
28	2%	1%	3%	81%[activator]
29	-4%	-1%	-7%	?
30	-19%	-4%	?	?
31	-21%	8%	-4%	11%
32	-2%	-14%	-5%	7%
33	-1%	1%	-8%	0%
34	-26%	9%	-2%	8%
35	1%	9%	-1%	1%
36	/	8%	-23%	3%

In the list so far, these contain an NH in an aromatic ring:
nr	Molecule	Apoferritin bind	POLK inh	APEX1 inh	RXFP1 antag	BLM helicase inh
20	NC(=O)c1ccsc1NC(=O)COC(=O)c1cc(=O)[nH]c2ccccc12	/	-16%	21%	-13	/
25	COc1cccc(CNCCc2c[nH]c3ccccc23)c1OCc1ccc(F)cc1	-12%	-4%	-3%	-19	0%

nr	Pol beta inh	Tb PGK inh	POLH inh	POLI inh
20	/	i	40µM*	?
25	-28%	6%	-10%	-1%

3 entries already listed, ordered by the value under RXFP1 antag, falling.
#	SMILES	RXFP1 antag
30	COc1cc(/C=C/[N+](=O)[O-])ccc1OC(=O)c1cc2ccccc2oc1=O	-3
36	CC(=O)c1ccc(CCCCc2ccc(C(C)=O)cc2)cc1	-16
35	Cc1ccn(CCC(=O)NC2CCCc3c2cnn3-c2cccc(C)c2C)n1 (stereo not drawn)	-18

Continued.
nr	Molecule	Apoferritin bind	POLK inh	APEX1 inh	RXFP1 antag	BLM helicase inh
37	COCc1cc(C)nc(SCC[N+](C)(C)CC(=O)Nc2cccc(C)c2)c1C#N	-15%	0%	13%	6	-9%
38	Cc1ccc(S(=O)(=O)N(C)C)cc1NC(=O)COC(=O)c1ccc2c(=O)n3c(nc2c1)CCC3	/	-7%	-2%	-8	/
39	CCCCCCCCN=C1NC(=O)CS1	?	-1%	-4%	-12	-1%
40	Cc1cccc2sc(N(CCCN(C)C)C(=O)c3ccc(Cl)s3)nc12	-7%&35%	3%&3%	12%	?	69%&-1%[activator]
41	CCCSc1oc(-c2ccco2)nc1S(=O)(=O)c1ccc(Br)cc1	-13%	-26%	/	?	-13%
42	COc1ccccc1N1CCN(CC(=O)Nc2ccnn2C2CCCC2)CC1	/	-9%	3%	7	/
43	CCOc1ccc(CN2CCN(Cc3ccon3)CC2CCO)cc1 (stereo not drawn)	-6%	-7%	-1%	0	-4%
44	Cc1ccc(CNS(=O)(=O)c2c(C)nc3sc(C)cn3c2=O)cc1	3%	-11%	/	8	-8%
45	O=C(CN1C(=O)c2ccccc2S1(=O)=O)NCCSc1ccccc1	-22%	-6%	-1%	-1	-2%

nr	Pol beta inh	Tb PGK inh	POLH inh	POLI inh
37	35%[activator]	6%	-12%	144%[activator]
38	/	-4%	-14%	17%
39	33%	-5%	-12%	3%
40	21%&-11%	-1%&-1%	-6%&-15%	16%&-2%
41	-14%	-9%	?	?
42	/	-4%	1%	13%
43	-9%	3%	-1%	9%
44	4%	11%	-10%	13%
45	1%	7%	11%	5%

Bioassay records (PubChem)
